Vif imaging: HIV Vif inhibition; inhibition, % at 7.49 µM; 340,000 compounds, 0.35% hits; HEK293T cells, Vif self-association by quenched fluorescence, imaging, 24 h; AID 602346; in the data active means inhibition above about 50%, passing the limit was not always enough; further: some results filed as inactive read as strong as hits
NOD2-RIPK2 inh: inhibitors of human NOD2-RIPK2 interaction | O43353 | CHO BLA complementation NOD2-RIPK2, CCF4 ratio | inhibition, % at 4.98 µM | 360,000 compounds, 0.38% hits; in the data active means inhibition above about 21%;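 further: 0% = vehicle only and 100% = reference blocker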
Granule exo inh: blocks lytic granule exocytosis; inhibition, % at 10 µM; AID 651702; TALL-104 LAMP-1 surface exposure, flow cytometry; cells stimulated with thapsigargin and PMA; 360,000 compounds, 0.66% hits;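 active means inhibition above about 55%, limit read from the data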
TLR9-MyD88 block: blocks human TLR9 binding to MyD88. Q9NR96+Q99836. CHO BLA complementation TLR9-MyD88, CCF4 FRET ratio. inhibition, % at 4.98 µM. 340,000 compounds, 0.21% hits. AID 504734;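 active means inhibition above the mean over all tested compounds plus 3 SD, cut at about 21% in these data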;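 further: 0% = DMSO only wells and 100% = clavulanate BLA inhibitor control wells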
aDG glyco up: increases alpha dystroglycan glycosylation; Pro5-aDG cells, alpha-DG glycosylation AlphaScreen (IIH6); 0% Pro5, 100% B10-LARGE cell signal; activation, % at 10 µM; 360,000 compounds, 0.22% hits;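 active means activation of at least 8% versus controls, or a plate z-score of at least 8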;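 further: Pro5 are CHO cells carrying HIG-tagged alpha-DG that lacks glycosylation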
MC4R antagonist: antagonists of human melanocortin 4 receptor (MC4R); P32245; MC4R-expressing cells, MTII-stimulated cAMP, LANCE TR-FRET; inhibition, % at 6.5 µM; 360,000 compounds, 0.48% hits; AID 540295;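 active means inhibition above its plate's cutoff, the mean of tested wells on that plate plus 3 SD, cut at about 29% in these data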;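 further: 0% = Melanotan II alone and 100% = Melanotan II plus saturating MCL0020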
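Assay system: human MC4R-expressing U2OS cells; reagent: Melanotan II stimulation of cells; dosing: 6.5 µM single dose; timing: compound 30 min, challenge 1 h, detection 1 h; signal: TR-FRET cAMP assay; replicates: one well per compound, no replicates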
ABCB6 inh 2: human ABCB6 transporter inhibition; K562-ABCB6 porphyrin accumulation, flow cytometry, 1 h; active compounds read low; fluorescence ratio to DMSO, % at 10 µM; 360,000 compounds, 0.19% hits;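 active means fluorescence ratio to DMSO below 75%, the collection mean minus 3 SD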;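 further: signal is porphyrin accumulated inside mitochondria; 100% equals median channel fluorescence of DMSO control wells; lower ratio means ABCB6 inhibition with less porphyrin fluorescence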
ABHD5 PLIN5 PPI: blocks binding of human ABHD5 to perilipin-5. inhibition, % at 4 µM. Split G. princeps luciferase complementation, luminescence, 4 h. Q00G26+Q8WTS1. 360,000 compounds, 0.78% hits;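 active means inhibition above the mean inhibition across every tested compound plus 3 SD, cut at about 22% in these data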;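 further: 0% = DMSO only wells and the 100% control is not disclosed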
Target sequence (Q00G26 whole entry, looked up): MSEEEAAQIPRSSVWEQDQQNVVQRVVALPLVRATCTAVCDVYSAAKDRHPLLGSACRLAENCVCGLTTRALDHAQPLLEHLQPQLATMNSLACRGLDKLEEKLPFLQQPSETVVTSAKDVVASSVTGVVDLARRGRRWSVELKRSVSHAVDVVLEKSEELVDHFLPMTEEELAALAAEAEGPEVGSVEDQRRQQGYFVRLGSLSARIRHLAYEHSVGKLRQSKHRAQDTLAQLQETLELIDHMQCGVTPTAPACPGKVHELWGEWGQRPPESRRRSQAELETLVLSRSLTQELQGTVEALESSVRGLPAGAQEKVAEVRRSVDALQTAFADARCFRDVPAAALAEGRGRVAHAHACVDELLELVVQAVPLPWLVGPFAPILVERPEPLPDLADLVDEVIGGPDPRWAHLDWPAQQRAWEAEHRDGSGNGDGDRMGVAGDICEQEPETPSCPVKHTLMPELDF
Target sequence (Q8WTS1 whole entry, looked up): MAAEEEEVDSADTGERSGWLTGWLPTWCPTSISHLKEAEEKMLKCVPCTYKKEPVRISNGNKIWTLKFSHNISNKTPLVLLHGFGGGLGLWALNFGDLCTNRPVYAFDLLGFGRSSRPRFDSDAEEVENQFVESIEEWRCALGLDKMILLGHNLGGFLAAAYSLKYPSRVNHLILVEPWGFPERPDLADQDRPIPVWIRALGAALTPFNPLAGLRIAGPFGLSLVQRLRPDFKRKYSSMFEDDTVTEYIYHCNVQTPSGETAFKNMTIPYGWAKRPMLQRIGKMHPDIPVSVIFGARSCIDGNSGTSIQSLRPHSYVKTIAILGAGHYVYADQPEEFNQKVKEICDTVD
MC4R barr agon: agonists of human melanocortin 4 receptor (MC4R) beta-arrestin; P32245; U2OS MC4R beta-arrestin complementation, luminescence; percent of melanotan II response, DMSO zero; activation, % at 8.9 µM; 360,000 compounds, 0.98% hits;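 active means activation above a per-plate cutoff, the mean activation of sample wells on that plate plus 3 SD, cut at about 8% in these data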
Glyco luc inh: N-linked glycosylation inhibition | reporter increase, % at 12.5 µM | 360,000 compounds, 0.23% hits | D54 ERlucT glycosylation luciferase reporter, 24 h; percent of 100 nM tunicamycin response;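 active means mean luciferase reporter signal, scaled so untreated is 0 and the glycosylation-blocking control 100, at or above a set limit in every replicate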;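 further: luciferase carries N-glycosylation sites so blocking glycosylation raises the light; 0% = median of neutral control wells and 100% = median of 100 nM tunicamycin wells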
The depositor's hits bear a star; nt = not tested or not shown.

SMILES	Vif imaging	NOD2-RIPK2 inh	Granule exo inh	TLR9-MyD88 block	aDG glyco up	MC4R antagonist	ABCB6 inh 2	ABHD5 PLIN5 PPI	MC4R barr agon	Glyco luc inh
Cc1ccc(S(=O)(=O)NCC(=O)NCC(=O)OCc2c(F)cccc2Cl)cc1	-5	-13	10	-7	-0.1	33*	93	-6	-1.6	-2
CCOc1ccc(OCCC(=O)N(CC(=O)Nc2ccccc2C(F)(F)F)Cc2ccco2)cc1	-1	-7	7	5	0.0	0	99	-8	-1.2	-5
COCc1ccc(C(=O)N(C)CC2CCCN(CCc3ccc(Cl)cc3)C2)o1 (configuration not stated)	10	-4	-2	1	0.1	10	99	0	-2.3	-3
Cc1noc(C)c1S(=O)(=O)Nc1ccc(O)c2c(=O)cc(-c3ccccc3Cl)oc12	-2	-2	3	-2	0.0	6	99	1	-1.7	1
OCCC1CN(Cc2cnc(-c3ccc(Cl)cc3)nc2)CCN1C1CCCC1 (configuration not stated)	-3	-5	5	-5	0.0	15	100	3	2.3	-4
CSc1nsc(SCc2ccc(F)cc2)n1	9	-3	-3	-2	-0.2	14	101	-6	3.5	-3
O=C1Nc2cc(Cl)c(Cl)cc2N(O)N1c1ccccc1	-3	-2	5	-4	0.1	-2	103	-6	-0.4	-1
Cc1cccc(/C=C2/SC(=O)N(Cc3ccccc3Cl)C2=O)n1	7	-5	4	0	-0.2	-6	102	8	4.7	1
Cc1cccc(C)c1NC(=O)CN(C)C(=O)C1CCN(c2ncnc3sc(C)c(C)c23)CC1	-12	-22	-2	-1	-0.2	6	94	-9	-5.3	2
CC(C)n1c(CNC(=O)c2ccccc2F)nnc1SCC(=O)c1ccc(F)cc1	15	-2	-2	7	0.0	6	96	1	-0.3	3

Entries of single compounds, looked up by structure:
Cc1ccc(S(=O)(=O)NCC(=O)NCC(=O)OCc2c(F)cccc2Cl)cc1 is listed with Vif imaging = -5; NOD2-RIPK2 inh = -13; Granule exo inh = 10; TLR9-MyD88 block = -7; aDG glyco up = -0.1; MC4R antagonist = 33*; ABCB6 inh 2 = 93; ABHD5 PLIN5 PPI = -6; MC4R barr agon = -1.6; Glyco luc inh = -2
CC(C)n1c(CNC(=O)c2ccccc2F)nnc1SCC(=O)c1ccc(F)cc1 is listed with Vif imaging = 15; NOD2-RIPK2 inh = -2; Granule exo inh = -2; TLR9-MyD88 block = 7; aDG glyco up = 0.0; MC4R antagonist = 6; ABCB6 inh 2 = 96; ABHD5 PLIN5 PPI = 1; MC4R barr agon = -0.3; Glyco luc inh = 3

Remaining list, next part
SMILES	Vif imaging	NOD2-RIPK2 inh	Granule exo inh	TLR9-MyD88 block	aDG glyco up	MC4R antagonist	ABCB6 inh 2	ABHD5 PLIN5 PPI	MC4R barr agon	Glyco luc inh
Cc1cc(=O)[nH]c(SCC(=O)Nc2nc(-c3ccccc3)c(-c3ccccc3)o2)n1	0	1	0	6	0.1	-4	297	10	-0.1	1
COC(=O)CCCC1=CC2=CC(=O)C(C)(OC(=O)c3cccs3)C(=O)C2=CN1c1ccc(OC)cc1 (configuration not stated)	-2	-20	-11	-8	-0.1	-8	95	-12	0.0	4
CC(OC(=O)Cc1ccccc1F)C(=O)Nc1ccc(Cl)cn1 (configuration not stated)	-8	-6	-16	0	0.0	23	101	1	-4.2	1
CC(=O)Nc1ccc(S(=O)(=O)NCCNC(=O)c2ccccc2F)cc1	-16	-2	-3	-4	-0.2	-1	95	-3	-1.1	2
COc1ccc(/C=N/NC(=O)CCC(=O)Nc2ccc(Br)cc2)c(OC)c1	-11	4	-1	6	0.0	7	98	1	-1.4	1
CC(=O)c1c(C)[nH]c(C(=O)COC(=O)CCSc2ccccc2)c1C	0	-11	0	-6	-0.6	13	97	2	-1.0	-1
CCCN1CCN(CCCNC(=O)c2cc3c(s2)-c2ccccc2OC3)CC1	-4	-1	4	-1	0.4	8	100	20	0.7	-4
COc1cc(O)c(C(CCN2CCCCC2)c2ccc(N(C)C)cc2)c(OC)c1 (configuration not stated)	-8	-6	-5	-17	-0.3	5	100	7	0.5	-3
COc1ccc(-c2[nH]ncc2CN2CCN(C3CCCCC3)C(=O)C2)cc1F	-7	-9	8	-3	0.1	10	96	0	-2.0	1
CCOC(=O)C1C(=O)C(=O)N(C2CCCCC2)C1C(=O)OCC (configuration not stated)	13	0	-3	-8	-0.1	5	105	0	-2.6	0
CO/N=C/C(C#N)=C/c1ccc(OC)c(OC)c1	3	-6	-2	-30	0.8	-5	96	-4	0.5	-1
COCc1cc(C)n(CC(=O)Nc2cccc(C)c2)c(=O)c1C#N	-9	3	1	4	0.1	-6	101	0	-0.7	3
COC(=O)C1=C(C)OC(N)=C(C#N)C1c1ccc(OC)c(CSc2ccccn2)c1 (configuration not stated)	-5	-3	-3	7	0.1	6	89	4	-1.3	1
COC(=O)/C=C1\OCc2c(F)cccc21	nt	-6	14	nt	-0.2	nt	nt	1	nt	nt
COc1cc(NS(=O)(=O)c2ccc(NC(=O)COc3cccc(C)c3)cc2)nc(OC)n1	0	-1	-9	8	-0.1	6	100	-3	-0.2	-2
COC(=O)c1cc2sc(Cl)cc2n1CC(=O)NCCC(C)C	6	-4	-3	-16	0.2	11	96	0	0.2	-3
CC(C)(CO)NS(=O)(=O)c1ccc2c(c1)oc(=O)c1cc(S(=O)(=O)NC(C)(C)CO)ccc12	1	6	2	-14	0.0	-1	100	2	1.3	1
O=C(CN1C(=O)COc2ccccc21)c1cccc(Cl)c1	3	0	-3	7	0.2	-8	103	-2	-0.6	-2
CCOc1ccc(CN(C(=O)c2cc3ccccc3oc2=O)C2CC2)cc1	-3	-2	-2	-4	0.1	-6	93	-4	-1.9	-2
CC1(C)CC(=O)C(CC(=O)Nc2cc(C(F)(F)F)ccc2Cl)C(=O)C1	-4	-1	-2	3	-0.1	10	164	3	-1.0	1
CC(/C=C/c1ccc2c(c1)OCO2)=N/NC(=O)CNc1ccc(C)cc1	nt	-5	4	-3	-0.1	-12	99	6	0.8	0
CCCCN(C)CCCNC(=O)c1cc(-c2cccs2)nc2ccccc12	-11	6	20	0	0.1	2	93	-1	-0.6	6
CCN(C(=O)CCc1nc(-c2ccccc2F)no1)c1cc(OC)ccc1OC	5	1	2	-1	1.1	4	95	-1	-2.4	-3
COC(=O)C1=NNC2C(=O)N(C3CCCCC3)C(=O)C12 (configuration not stated)	-5	4	2	3	-0.1	3	97	1	-2.3	1
CN(C)/N=C/c1c(O)ccc2ccccc12	7	-14	26	2	-0.1	3	107	-7	-0.6	1
CC(=O)N1CCN(CC(O)COc2ccc(OCc3ccccc3)cc2)CC1 (configuration not stated)	3	1	0	2	0.5	-2	97	-2	-0.1	1
CC(C)(C)C(=O)Nc1ccnn1C1CCN(C(=O)c2cccc(Cl)c2)CC1	-3	-9	-5	1	-0.2	0	96	-5	-3.1	1
CC(C)OCCCN1CC(=O)N2C(c3ccccc3)c3[nH]c4ccccc4c3C[C@H]2C1=O (some centres not stated)	-8	-8	4	5	0.1	11	96	2	-1.5	0
COCCCN1C(=O)C(CC(=O)NC2CC2)CC(C(=O)N2CCOCC2)=C1C (configuration not stated)	nt	-8	2	nt	0.3	nt	99	-13	nt	2
CCOC(=O)Cc1csc(NC(=O)CSc2nnnn2-c2ccc(C)c(C)c2)n1	-12	0	0	2	0.1	6	85	-8	-2.0	-3
COc1ccc(N(CC(=O)NC2CCCCCC2)S(=O)(=O)c2ccc(C)cc2)cc1OC	-3	-6	0	-1	-0.3	11	95	3	-3.0	-2
CC1CCCCN1C(=O)COc1ccc(NC(=O)c2ccco2)cc1 (configuration not stated)	-1	-8	2	-1	-0.3	8	98	-3	-2.7	-1
S=C(NCc1ccc2c(c1)OCO2)NC1CCN(Cc2ccccc2)CC1	-6	-13	5	-4	0.3	14	94	-1	-0.5	0
COc1ccccc1NC(=S)N1CC(C)(C)C1=O	-15	-8	2	8	0.0	6	100	4	-1.4	0
Cn1nc(C(C)(C)C)cc1C(=O)N1CCCCC1c1cc(C(=O)Nc2ccccc2)no1 (configuration not stated)	-13	0	-2	nt	0.8	-3	95	-1	-0.6	-2
O=C(C1=C[C@H](c2ccc(C(F)(F)F)cc2)C[C@H](OCc2ccc(CO)cc2)O1)N1CCOCC1	0	-12	-1	-9	0.1	11	99	4	0.8	5
COC(=O)CSc1ccc(-c2nc3ccc(C)cc3[nH]2)cn1	-5	-5	11	-10	0.2	0	105	2	-1.4	2
NC(COCc1ccccc1)c1csc(NC(=O)Nc2cccc(Cl)c2)n1 (configuration not stated)	-3	14	5	nt	2.6	2	98	-4	4.7	-4
CSc1ncc(CN2CCN(C(C)C)C(CCO)C2)cn1 (configuration not stated)	-1	-3	-2	7	0.1	6	96	-4	-0.1	1
COc1ccc(N(CC(=O)NCCSc2ccccc2)S(=O)(=O)c2ccccc2)cc1	-7	-12	4	11	0.0	12	96	-5	-1.3	-2
COc1ccc(S(=O)(=O)NC(=O)C2(C)CCN2C(=O)C2CC2)cc1 (configuration not stated)	4	9	2	nt	-0.3	4	99	8	-0.2	-1
O=C(NCCCN1CCCCC1)C1CC(=O)N(CCc2ccccc2)C1 (configuration not stated)	5	-147	-4	1	0.2	1	90	0	-2.3	3
CC(C)CCN1C(=O)CC(NNC(=O)c2ccc(S(=O)(=O)N3CCCC3)cc2)C1=O (configuration not stated)	-4	-3	-2	-3	-0.1	-6	102	-4	-1.5	0
CC(C)N1C(=S)SC(C)(C)C1NO (configuration not stated)	0	15	0	1	0.2	7	99	-8	-1.6	1
Cc1sc2nc(C)n(/N=C/c3ccccc3O)c(=O)c2c1C	nt	-7	0	-1	0.0	5	100	3	13*	2
CN(C)c1ccc(N2C(=O)CC(Nc3ccc(N4CCOCC4)cc3)C2=O)cc1 (configuration not stated)	21	2	3	-17	1.0	-4	93	-5	-0.8	1
CCC(C)(C)n1nnnc1C(c1cc2cc(C)cc(C)c2[nH]c1=O)N1CCN(C(=O)c2ccco2)CC1 (configuration not stated)	-8	-3	45	-22	0.0	6	104	7	-1.5	1
O=C(CSc1nccc(=O)[nH]1)N1CCOCC1	8	10	1	-2	0.0	-2	103	-2	-1.5	2
COc1cccc(C2CC(c3cccc(OC)c3)n3nc(N)nc3N2)c1 (configuration not stated)	2	-3	-4	-18	0.0	2	102	3	-0.3	0
COCCNC(=O)Cc1c(C)c2c(cc(C)c3c(C)coc32)oc1=O	7	12	-1	-7	0.0	5	94	-2	-1.5	1
Next part:
SMILES	Vif imaging	NOD2-RIPK2 inh	Granule exo inh	TLR9-MyD88 block	aDG glyco up	MC4R antagonist	ABCB6 inh 2	ABHD5 PLIN5 PPI	MC4R barr agon	Glyco luc inh
CN(CCCCCCCCC(=O)/C=N/O)Cc1ccccc1	7	4	2	13	0.0	3	103	-2	-0.6	-3
Brc1c(CSc2nnc(-c3ccco3)o2)nc2ccccn12	-4	-2	-1	-2	-0.2	-5	95	-3	-2.2	0
COC(=O)c1ccc(S(=O)(=O)NNC(=O)COc2ccc(C)cc2)cc1	6	1	-1	10	-0.2	10	102	0	-0.3	0
N#Cc1cccc(NC(=O)COC(=O)C2CCC2)c1	-7	-4	5	1	-0.1	0	99	-7	-0.2	-1
O=C(CSc1nnc(COc2ccc3c(c2)CCCC3)o1)Nc1ccc(F)cc1	-3	-1	-2	-7	-0.2	6	98	-2	1.4	-1

Source: PubChem BioAssay

Only part of the results is shown, so the mix of outcomes need not match the whole.
